Source: PubChem BioAssay
AmpC inh detg: AmpC beta-lactamase inhibition with detergent present | AmpC hydrolysis of nitrocefin, absorbance 480 nm, 0.01% Triton | Potency, µM (series often up to 114 µM), without a hit: at the highest dose activity change, negative = inhibition, most hits filed as inhibitors | 0.041% of 370,000 active | AID 485294;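 also: potency is read from the fitted curve at half-maximal effect; 0% = no-compound wells and -100% = no-enzyme wells; nearly all actives have a fitted effect of over 25% in size; some results filed as inactive show a strong effect at the top dose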
Target sequence (P00811 whole entry, looked up): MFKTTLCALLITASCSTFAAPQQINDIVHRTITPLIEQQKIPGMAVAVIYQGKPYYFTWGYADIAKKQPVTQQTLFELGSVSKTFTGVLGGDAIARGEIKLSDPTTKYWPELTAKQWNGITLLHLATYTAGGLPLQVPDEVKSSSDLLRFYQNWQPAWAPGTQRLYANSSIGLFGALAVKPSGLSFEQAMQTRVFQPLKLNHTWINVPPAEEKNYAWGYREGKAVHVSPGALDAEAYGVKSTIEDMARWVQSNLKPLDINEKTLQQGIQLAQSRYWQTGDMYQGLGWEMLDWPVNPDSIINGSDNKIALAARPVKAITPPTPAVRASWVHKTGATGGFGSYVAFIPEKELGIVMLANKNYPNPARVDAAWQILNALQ
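AmpC (5.3 nM in the dispensed reagent) in 20 mM phosphate pH 7.0 with 0.01% (detergent screen) or 0.0001% Triton X-100 was preincubated with compounds for 15 min at room temperature. Nitrocefin was then added from an 800 uM solution, and hydrolysis was followed at 480 nm.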
Sm TGR inh: S. mansoni TGR enzyme inhibition. 3% of 360,000 active. purified TGR, DTNB reduction, TNB absorbance 405 nm. Q962Y6. Potency, µM (top dose mostly 114 µM), for inactives: at the top dose activity change, negative = inhibition, most hits filed as inhibitors. AID 485364; also: potency is read from the fitted curve at half-maximal effect; nearly all actives have a fitted effect of over 60% in size
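First, TGR (20 nM dispensed) and NADPH were mixed with compound. Second, a 15 min room-temperature incubation followed. Third, further NADPH and then DTNB were added to start the reaction. Finally, TNB absorbance was monitored kinetically.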
HCMV antiviral: human cytomegalovirus inhibition; HFF cells, HCMV-luciferase reporter, 72 h; stronger effect = lower value; activity change, negative = inhibition, % at 57.5 µM; 4.5% of 410,000 active; in the data active = activity change below about -60%; inconclusive = no clear call, values can overlap the other calls; inactive = above about -39%
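Steps: HFFs plated, 16 h 37C; compounds added; HCMV-luciferase added to MOI 1 PFU/cell; 72 h 37C; OneGlo reagent, 5 min room temperature; luminescence read, normalized to controls.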
FBPA Giardia inh: blocks Giardia fructose-bisphosphate aldolase activity. 0.71% of 290,000 active. A8B2U2. AID 2451. purified Giardia FBPA. Potency, µM (doses to about 59.6 µM), for inactives: at the highest dose activity, negative = inhibition, most hits filed as inhibitors; also: potency is read from the fitted curve at half-maximal effect; nearly all actives have a fitted effect of over 55% in size
Target sequence (A8B2U2 whole entry, looked up): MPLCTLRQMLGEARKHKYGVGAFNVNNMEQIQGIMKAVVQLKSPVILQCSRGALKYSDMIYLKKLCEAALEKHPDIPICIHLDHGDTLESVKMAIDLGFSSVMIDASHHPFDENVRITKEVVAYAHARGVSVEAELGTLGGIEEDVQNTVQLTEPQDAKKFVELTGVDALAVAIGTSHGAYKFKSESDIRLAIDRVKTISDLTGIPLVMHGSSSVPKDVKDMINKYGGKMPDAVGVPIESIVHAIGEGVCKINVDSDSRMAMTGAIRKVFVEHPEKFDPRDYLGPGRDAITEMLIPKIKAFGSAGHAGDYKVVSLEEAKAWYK
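40 nM FBPA preincubated 10 min at RT with compound (up to 57.5 uM final), then substrate plus GAPDH/TPI/NAD/arsenate coupling and diaphorase/resazurin added. Fluorescence read after 20 min at RT, 525/598 nm.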
AmpC inh no detg: blocks E. coli AmpC beta-lactamase in detergent-free assay; AmpC nitrocefin hydrolysis, absorbance 480 nm, 0.0001% Triton; Potency, µM (top dose mostly 57.1 µM), for inactives: at the top dose activity change, negative = inhibition, actives largely listed as inhibitors; 0.52% of 330,000 active; AID 485341;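 also: potency is read from the fitted curve at half-maximal effect; plate controls were no compound for no effect and no enzyme for full effect; nearly all actives have a fitted effect of over 20% in size; some results filed as inactive show a strong effect at the top dose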
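AmpC (5.3 nM in the dispensed reagent) in 20 mM phosphate pH 7.0 with 0.01% (detergent screen) or 0.0001% Triton X-100 was preincubated with compounds for 15 min at room temperature. Nitrocefin was then added from an 800 uM solution, and hydrolysis was followed at 480 nm.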
AMA1 RON2 block: disrupts binding of P. falciparum AMA1 to RON2 | AlphaScreen AMA1-biotinylated RON2 peptide binding | 0.2% of 360,000 active | Potency, µM (titrated, usually from 58.2 µM), for the others: at the top dose activity change, negative = inhibition, most hits filed as inhibitors;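 also: potency is read from the fitted curve at half-maximal effect; 0% = vehicle wells and -100% = peptide control; nearly all actives have a fitted effect of over 45% in size; some results filed as inactive show a strong effect at the top dose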
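AMA1 (3D7) with his tag at 25 nM final met compounds first, then biotinylated RON2 peptide at 25 nM; detection used donor plus acceptor beads, 10 µg/mL apiece, read by AlphaScreen after 30 min at room temperature.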
* = called active by the depositor; ? = inconclusive; . = not tested or not shown; [ ] = dose if it differs, or a comment. Unless noted, calls follow the shape of the dose curve; as a rule, active = well fitted curve in the direction sought with a large enough effect; inconclusive = small, poorly fitted or top-dose-only effect, or another doubt; inactive = no such curve, though single readings can be large; an effect the other way counts as inactive or inconclusive. Unless noted, % is scaled to controls: 0 for no effect and ±100 for the full control effect. Rows are unselected, and some 7.8% of all compounds hit somewhere here.

#	compound	AmpC inh detg	Sm TGR inh	HCMV antiviral
1	CCN(CCN(C)C)C(=O)c1ccc2c(c1NCCO)C(=O)c1ccccc1C2=O	3.7%	0.1%	-32.0
2	CCOc1ccc(NC(=O)c2c(OC)cccc2OC)cc1	?	-0.4%	126.1
3	COCCN(Cc1ccc(C)c(Br)c1)S(=O)(=O)c1ccc2[nH]c(=O)ccc2c1	-8.7%	-16.7%	-5.7
4	C/C(=C\C(=O)c1ccc(Br)cc1)Nc1ccc(Cl)cc1	11.3%	5.5%	10.4
5	COC(=O)C1=C(c2ccc(F)cc2F)C[C@@H]2CC[C@H]1N2C(=O)NC1CC1	-5.7%	-1.4%	.
6	Cc1ccc(CNC(=O)CN(C)S(=O)(=O)c2cnc[nH]2)cc1	-5.2%	4.6%	-1.4
7	CSc1ccc(CN(C)C(=O)CNC(=O)c2sc3ccccc3c2Cl)cc1	-0.7%	-0.1%	-15.0
8	CC(CCc1ccccc1)NC(=O)CCN1N=C(c2ccccc2)CCC1=O (stereo not drawn)	5.0%	-0.5%	-37.8
9	Cc1ccc(NC(=O)CSc2n[nH]c(-c3ccc(F)cc3)n2)cc1F	9.1%	5.0%	?
10	N#Cc1nc(-c2ccccc2)oc1N1CCCCC1	-11.9%	0.2%	-13.3

#	FBPA Giardia inh	AmpC inh no detg	AMA1 RON2 block
1	?	64.4%[activator]	?
2	4.1%	-14.8%	6.1%
3	.	.	.
4	-20.2%	-25.7%	-11.0%
5	.	-4.4%	-2.7%
6	0.4%	-13.5%	-13.1%
7	-6.6%	-26.2%	11.7%
8	0.8%	74.1%[activator]	-2.2%
9	.	.	.
10	1.7%	-9.0%	-17.2%

In the list so far, these have an NH in an aromatic ring:
#	compound	AmpC inh detg	Sm TGR inh	HCMV antiviral
3	COCCN(Cc1ccc(C)c(Br)c1)S(=O)(=O)c1ccc2[nH]c(=O)ccc2c1	-8.7%	-16.7%	-5.7
6	Cc1ccc(CNC(=O)CN(C)S(=O)(=O)c2cnc[nH]2)cc1	-5.2%	4.6%	-1.4
9	Cc1ccc(NC(=O)CSc2n[nH]c(-c3ccc(F)cc3)n2)cc1F	9.1%	5.0%	?

#	FBPA Giardia inh	AmpC inh no detg	AMA1 RON2 block
3	.	.	.
6	0.4%	-13.5%	-13.1%
9	.	.	.

More compounds:
#	compound	AmpC inh detg	Sm TGR inh	HCMV antiviral
11	C=CC[N+](C)(C)CCN1C(=O)C2C(c3ccccc3)C=CC(c3ccccc3)C2C1=O (stereo not drawn)	2.3%	16.9%	?
12	CCOc1ccc2[nH]c(=O)c(CN(CCO)C(=O)c3ccc(Br)cc3)cc2c1	-1.0%	-5.1%	-16.4
13	OCCSc1nc(-c2ccccc2)nc2c1CCC2	-11.4%	-8.1%	6.2
14	Cc1cc(NC(=O)COC(=O)Cn2c(C)csc2=O)ccc1Br	-8.6%	-12.3%	87.8
15	CS(=O)(=O)N(CC(=O)N1CCN(Cc2ccc3c(c2)OCO3)CC1)c1ccc2c(c1)OCO2	-6.3%	-5.5%	5.4
16	Cc1c(C(c2cccc([N+](=O)[O-])c2O)c2c(C)n(C)n(-c3ccccc3)c2=O)c(=O)n(-c2ccccc2)n1C	4.3%	-20.5%	17.0
17	COCCNC(=O)c1cccc(OC2CCN(Cc3ccccc3OCCO)CC2)c1	?	-3.4%	.
18	Cc1ccc([N+](=O)[O-])c(C(=O)Nc2cccnc2Cl)c1	-14.9%	-2.2%	-15.1
19	CCOC(=O)CSc1ncnc2c1sc1nc(N3CCOCC3)c3c(c12)CCCC3	-8.8%	3.1%	8.6
20	COc1cccc(CCc2nnc(CCC(=O)NCCc3cccc(C)n3)o2)c1	?	-13.7%	10.5

#	FBPA Giardia inh	AmpC inh no detg	AMA1 RON2 block
11	3.6%	78.9%[activator]	-3.2%
12	-1.4%	3.1%	-11.1%
13	6.2%	-14.4%	1.8%
14	.	33.9%	-9.4%
15	3.1%	-12.4%	-4.2%
16	-6.5%	-3.1%	0.5%
17	8.6%	-2.8%	-7.2%
18	-1.0%	-13.9%	11.1%
19	-6.0%	-1.4%	12.2%
20	3.4%	17.9%	31.2%[activator]

Next section:
#	compound	AmpC inh detg	Sm TGR inh	HCMV antiviral
21	Cc1cc(C(=O)NCc2nc(-c3ccccc3)no2)ccc1[N+](=O)[O-]	-12.9%	9.6%	0.0
22	COc1ccc(C2(O)CN(c3ccccc3)C3=[N+]2CCS3)cc1OC (stereo not drawn)	-6.3%	-10.3%	4.4
23	CN1CCN(c2ccccc2NC(=O)c2ccccc2F)CC1	-5.7%	6.0%	2.3
24	O=C(c1ccccc1)c1cc([N+](=O)[O-])ccc1N1CCOCC1	-7.9%	9.0%	?
25	CSc1nnnn1-c1c(C)cc(C)cc1C	3.7%	0.0%	-14.3
26	Oc1c(Br)cc(Br)cc1C=Nc1ccc2c(c1)OCCO2	-2.0%	-2.0%	-19.2
27	COc1ccc(/C=C/c2c([N+](=O)[O-])c(=O)n(C)c(=O)n2C)cc1	2.8%	6.8%	10.3
28	COc1ccc(Cl)cc1NC(=O)CN(C)C(=O)c1cccc(-n2cnnn2)c1	5.4%	-0.8%	9.5
29	CCC(C)[C@H](NC(=O)N1CCN(C)CC1)C(=O)OC (stereo partly drawn)	-9.3%	-1.4%	51.5
30	CCc1ccnc(NS(=O)(=O)c2ccc3c(c2)CCO3)c1	6.9%	2.5%	20.8

#	FBPA Giardia inh	AmpC inh no detg	AMA1 RON2 block
21	-0.3%	-21.0%	-5.4%
22	0.8%	65.5%[activator]	-18.4%
23	0.5%	-7.0%	19.4%
24	4.5%	-8.1%	-7.8%
25	-2.0%	-34.4%	5.1%
26	-25.6%	-25.0%	68.5%[activator]
27	-0.2%	-13.0%	-19.8%
28	.	-17.6%	0.0%
29	1.7%	-4.1%	19.3%
30	-11.7%	-9.8%	-5.8%

Continuation:
#	compound	AmpC inh detg	Sm TGR inh	HCMV antiviral
31	CCOc1ccccc1NC(=S)N1CCN(c2ccccc2F)CC1	-9.0%	-1.3%	66.2
32	CCOc1cccc(Nc2nn(-c3ccc(OC(F)(F)F)cc3)nc2C(C)=O)c1	21.1%	-0.6%	-12.9
33	CC(C)(O)CCCC(C)(O)c1ccc(C(=O)O)cc1O (stereo not drawn)	-0.5%	-20.2%	-19.5
34	COc1cc(/C=C2/NC(=O)NC2=O)cc(Br)c1OCc1cccc(C(=O)O)c1	-3.0%	-25.5%	-3.6
35	CCCCC[C@@H]1C=C(C(=O)O)[C@H](c2ccc(Cl)cc2)N1S(=O)(=O)c1ccc(C)cc1	.	.	-13.2
36	N#Cc1cccc(NC(=O)CCc2ccc(S(=O)(=O)N3CCOCC3)cc2)c1	.	.	24.1
37	O=c1c(Cc2ccc(Cl)cc2)c(O)ccn1Cc1ccncc1	10.0%	11.5%	-9.3
38	Cc1cccc(NC(=O)C2CC(=O)OC23CCCC3)c1 (stereo not drawn)	?	-19.0%	76.0
39	Cc1cccc(C(=O)NC(=S)NCc2cccnc2)c1	-4.0%	-30.0%	35.5
40	CCOC(=O)c1c(-c2cccc([N+](=O)[O-])c2)csc1NC(=O)CCCOc1ccccc1OC	-7.3%	-21.2%	?

#	FBPA Giardia inh	AmpC inh no detg	AMA1 RON2 block
31	4.7%	-13.2%	-3.3%
32	.	.	.
33	-5.4%	-11.3%	3.8%
34	13.1%	-20.9%	9.0%
35	.	-18.1%	-15.7%
36	.	-15.4%	-8.4%
37	-2.5%	-22.2%	-2.9%
38	7.9%	-18.0%	14.6%
39	3.6%	-45.2%	6.3%
40	7.8%	-22.9%	-17.8%

The listing continues.
#	compound	AmpC inh detg	Sm TGR inh	HCMV antiviral
41	COc1cc(/C=N/Nc2nc(C)cc(=O)[nH]2)ccc1O	2.4%	-12.6%	4.8
42	O=C(CSc1ccccc1)NNC(=O)c1ccccc1O	-2.8%	-5.3%	56.4
43	COc1c(C)cc(C(=O)C2CCCN(Cc3cnc(C)s3)C2)cc1C (stereo not drawn)	-7.3%	-4.6%	-19.2
44	O=C(NC1CC1)c1ccc2snnc2c1	-5.8%	.	?
45	CCCNC(=S)NC1CC2CCCC(C1)N2CC(C)C (stereo not drawn)	0.9%	-4.0%	2.8
46	O=C(Oc1cccc(OC(=O)c2ccco2)c1)c1ccco1	4.6%	0.8%	0.9
47	O=C(Cc1ccc(F)cc1)NC1CC(=O)N(c2ccccc2)C1 (stereo not drawn)	-1.0%	11.3%	47.2
48	Cc1cccc(C)c1NC(=O)NCCc1c[nH]c2ccccc12	-7.4%	-10.3%	6.3
49	CC(Oc1ccccc1)C(=O)NC1=NCCS1 (stereo not drawn)	-0.8%	-2.8%	94.0
50	O=C(N/N=C/c1ccc(OC(F)F)cc1)C1=COCCO1	-7.5%	5.5%	18.6

#	FBPA Giardia inh	AmpC inh no detg	AMA1 RON2 block
41	-20.1%	-11.6%	97.8%[activator]
42	.	-28.2%	77.3%[activator]
43	3.7%	75.6%[activator]	-13.8%
44	-1.9%	-16.7%	14.8%
45	-13.7%	-0.2%	0.0%
46	10.4%	-22.5%	4.9%
47	.	.	.
48	.	.	.
49	2.1%	-4.4%[2.29 µM]	17.0%
50	-0.2%	-16.2%[11.4 µM]	1.1%

Continued:
#	compound	AmpC inh detg	Sm TGR inh	HCMV antiviral
51	COc1cc2ccccc2cc1C(=O)N(CCN(C)C)c1nc2ccc(Br)cc2s1	?	3.6%	9.7
52	CCN(CC)c1ccc(C=NCCc2ccc(S(N)(=O)=O)cc2)cc1	-7.4%	-9.3%	-33.1
53	CC1CCC/C(=C\Nc2ccc3c(c2)OCO3)C1=O (stereo not drawn)	-3.3%	?	102.5
54	CCc1cccc2c(C(=S)N3CCCC3)c[nH]c12	-6.9%	-5.4%[57.1 µM]	-19.4
55	CCCCn1c(N)c(N(CCOC)C(=O)c2cc(-c3ccc(F)cc3)nc3ccccc23)c(=O)[nH]c1=O	?	8.2%	-18.5
56	Cc1ccsc1C(=O)NNC(=O)C1CCCCC1C(=O)O (stereo not drawn)	?	10.2%	-5.8

#	FBPA Giardia inh	AmpC inh no detg	AMA1 RON2 block
51	-14.4%	67.0%[activator]	-23.4%
52	-2.2%	-24.0%	13.0%
53	?	-14.6%	10.9%
54	-4.9%	-11.9%	-0.5%
55	.	180.4%[activator]	-10.6%
56	4.1%	-19.4%	8.4%
